High-throughput results as filed in PubChem.
OXTR potentiator: potentiates the human oxytocin receptor response; activation, % at 3 µM; AID 2445; CHO-OTR cells, Fluo-8 calcium fluorescence, potentiator mode; 0% = oxytocin EC15, 100% = EC100; hit rate 0.061% among 320,000;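 active = activation above that plate's cutoff, the mean activation of tested compounds plus 3 SD, cut at about 6.6% in these data, passing the limit was not always enough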;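 note: 100% uses oxytocin at 75 nM as the full agonist control; some results filed as inactive read as strong as hits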
Target sequence (P30559 whole entry, looked up): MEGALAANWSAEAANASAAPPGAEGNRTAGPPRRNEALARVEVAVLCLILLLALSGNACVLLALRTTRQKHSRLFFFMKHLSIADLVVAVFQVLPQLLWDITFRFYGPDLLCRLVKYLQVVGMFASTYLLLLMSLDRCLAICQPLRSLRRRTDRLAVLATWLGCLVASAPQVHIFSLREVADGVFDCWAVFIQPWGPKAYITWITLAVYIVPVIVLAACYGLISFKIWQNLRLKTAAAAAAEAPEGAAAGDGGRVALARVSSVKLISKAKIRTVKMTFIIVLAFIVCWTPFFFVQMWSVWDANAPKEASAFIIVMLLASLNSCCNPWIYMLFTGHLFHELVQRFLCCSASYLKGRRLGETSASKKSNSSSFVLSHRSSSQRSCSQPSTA
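Replication – single well per compound, singlicate · Assay system – CHO cell line stably expressing human OTR · Timing – 6 min pre-incubation, 100 s read · Measure – normalized max/min fluorescence ratio, % activation · Doses – 3.0 µM, one dose · Detection – Fluo-8 calcium dye fluorescence · Probe or stimulus – oxytocin near EC15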
MEKK2 WT-MEK5: raises or lowers MEK5 binding to wildtype human MEKK2 PB1 domain; Q9Y2U5; hit rate 1.1% among 290,000; bead flow cytometry, Alexa488-MEK5 binding to MEKK2 WT; actives lie on both sides; binding response (% of control), % at 10 µM; in the data active = binding response below about 67% or above about 130%
PfM18AAP inh: blocks P. falciparum M18 aspartyl aminopeptidase; recombinant PfM18AAP, H-Glu-NHMec fluorogenic cleavage; inhibition, % at 7.35 µM; hit rate 1.2% among 290,000;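 active = inhibition above the campaign mean inhibition over all tested compounds plus 3 SD, cut at about 28% in these data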;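 note: 0% = plate median of test compound wells and 100% = 2 mM ZnCl2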
GPR7 antagonist: human neuropeptides B/W receptor 1 antagonism; P48145; GPR7-expressing cells, fluorescence antagonist assay; inhibition, % at 4.4 µM; hit rate 1.1% among 290,000; AID 1861; in the data active = inhibition above about 16%, passing the limit was not always enough;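 note: cells stimulated with the agonist NPW; 0% = agonist with vehicle and 100% = vehicle without agonist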
Target sequence (P48145 whole entry, looked up): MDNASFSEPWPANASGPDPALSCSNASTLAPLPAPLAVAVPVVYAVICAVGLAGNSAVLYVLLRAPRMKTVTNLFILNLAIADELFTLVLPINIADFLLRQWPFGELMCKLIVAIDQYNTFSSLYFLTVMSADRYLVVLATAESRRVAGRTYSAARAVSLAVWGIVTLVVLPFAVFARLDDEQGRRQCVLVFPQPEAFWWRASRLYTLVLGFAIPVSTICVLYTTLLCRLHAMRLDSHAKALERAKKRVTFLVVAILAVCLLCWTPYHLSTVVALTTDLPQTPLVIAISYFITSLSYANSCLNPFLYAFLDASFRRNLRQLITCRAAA
OXTR agonist: human OXTR agonism. P30559. CHO-OTR cells, Fluo-8 calcium fluorescence; normalized: DMSO 0%, oxytocin 100%. hit rate 0.32% among 320,000. activation, % at 3 µM;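 active = activation above the mean of all tested compounds plus 3 SD, cutoff set per screening run, cut at about 20% in these data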;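 note: peak over basal fluorescence ratio from a 100 s FLIPR kinetic read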
GalR3 antagonist: human GalR3 antagonism. O60755. HEK293 GalR3-CNG cAMP membrane potential fluorescence; galR3 body fused to GalR1 C-terminus. inhibition, % at 3 µM. hit rate 0.44% among 360,000. AID 651719;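 active = inhibition above the screen-wide average plus 3 SD, cut at about 13% in these data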;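 note: forskolin and galanin both at EC90 stimulate the cells; cAMP rise reported by CNG channel membrane potential dye signal; 0% = forskolin plus galanin with DMSO and 100% = forskolin alone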
Target sequence (O60755 1-299 limits assumed): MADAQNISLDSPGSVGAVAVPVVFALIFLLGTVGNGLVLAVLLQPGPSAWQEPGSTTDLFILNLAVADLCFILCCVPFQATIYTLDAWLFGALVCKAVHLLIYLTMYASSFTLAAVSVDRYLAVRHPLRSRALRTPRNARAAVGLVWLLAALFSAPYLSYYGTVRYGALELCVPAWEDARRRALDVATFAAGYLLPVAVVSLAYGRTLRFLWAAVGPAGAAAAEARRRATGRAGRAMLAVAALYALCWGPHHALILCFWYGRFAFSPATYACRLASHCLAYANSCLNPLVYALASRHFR
MEKK2mut PB1 HTS: signal of MEK5 binding to mutant human MEKK2 PB1 domain; bead flow cytometry, Alexa488-MEK5 binding to MEKK2 mutant; percent response, % at 10 µM; hit rate 0.35% among 290,000; in the data active = percent response above about 24%, passing the limit was not always enough; note: inactives centre near 1; some results filed as inactive read as strong as hits
V1R ag counter: V1a receptor agonism, counter-screen for OXTR agonists; AID 2797; activation, % at 3 µM; hit rate 0.25% among 320,000; CHO-V1R cells, Fluo-8 calcium fluorescence, agonist mode; 0% DMSO, 100% 3 nM vasopressin;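 active = activation above the mean activation of all tested compounds plus 3 SD, per screening run, cut at about 20% in these data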;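 note: signal is peak over basal fluorescence ratio across a 100 second FLIPR read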
NALP1 yeast inh: blocks the NALP1 inflammasome reconstituted in yeast; S. cerevisiae NALP1/ASC/caspase-1 growth, X-gal OD620, 72 h; hit rate 0.61% among 280,000; inhibition, % at 10 µM; in the data active = inhibition mostly above about 24%, no sharp cut-off; inactive = mostly below about 32%; note: some compounds called inactive have numbers as strong as hits
Active calls of the source: *; x = no result given.

SMILES	OXTR potentiator	MEKK2 WT-MEK5	PfM18AAP inh	GPR7 antagonist	OXTR agonist	GalR3 antagonist	MEKK2mut PB1 HTS	V1R ag counter	NALP1 yeast inh
CC(/C=N/NC(=O)c1cc(-c2ccc(Cl)cc2)nc2ccccc12)=C\c1ccco1	-4	100	0	-9	-0.7	-1	-3	-0.1	7
COc1cc2[nH]c(=O)n(Cc3ccc(C(=O)NCCCN4CCC(C)CC4)cc3)c(=O)c2cc1OC	-12	106	7	-4	0.0	-9	1	-0.6	15
Cc1ccc(NC(=O)[C@H](Cc2ccccc2)NC(=O)C2CCNCC2)cc1	-1	100	-2	0	0.1	2	-11	0.2	15
CCOc1ccc(C(C)NC(=S)NC2CCCCC2)cc1 (stereo not drawn)	-17	105	-14	-5	12	-8	6	3.1	10
CCN1CCN(CCCNc2ncnc3nc[nH]c23)CC1	0	112	0	-3	1.1	2	14	0.5	10
O=C(Nc1ccc(N2CCOCC2)cc1)c1cc2ccccc2o1	-6	102	-9	1	-0.1	-2	6	0.6	x
CCOC(=O)c1c(N2C(=O)C3CC(C)=C(C)CC3C2=O)sc(C)c1C (stereo not drawn)	-3	93	-3	3	-1.4	1	-3	-1.3	12
CCn1c(-c2cccnc2Cl)nc2cc(C)c(C)cc21	-5	97	5	-6	-1.4	-5	-5	-0.4	19
CS(=O)(=O)N1CCN(c2ccc([N+](=O)[O-])c3cccnc23)CC1	4	102	-2	-23	0.2	6	2	0.2	-1
C[C@@H]1CN([C@H](C)CO)C(=O)c2cc(NC(=O)C3CCCCC3)ccc2O[C@@H]1CN(C)Cc1ccncc1	5	x	x	x	3.3	0	x	1.1	x
CC(C)CCNC(=O)C1CC2Cn3c(nc4cc(Cl)c(Cl)cc43)C2N1C (stereo not drawn)	-6	100	x	x	2.4	3	2	5.3	x
Cc1c(Cl)cccc1NC(=S)/C(=C(\[O-])c1ccc(Cl)s1)[n+]1ccccc1	-10	87	7	-7	-0.4	1	-2	0.2	4
CC(C)C[C@H]1CN=C(Nc2ccccc2)N1CC(C)C	-8	x	x	x	0.4	-5	x	-0.8	x
COc1ccc2c(c1O)-c1ccccc1CCN(C)C2	-2	101	3	-10	1.8	-8	2	0.2	-8
CCc1nnc(NC(=O)CSc2nnc(C3CCCCC3)n2-c2ccccc2)s1	-12	98	-2	-3	-1.8	-7	2	-0.4	-13
CC(C)(C)c1ccc(N2C(=N)SCC2=O)cc1	-3	103	2	-4	1.1	-4	5	1.1	x
Cn1c(CNC(=O)CNC(=O)Cc2ccc(F)cc2)cc(=O)n(C)c1=O	-6	101	1	-15	0.5	5	4	0.4	12
COc1ccc(NC(=O)NC23CC4(C)CC(C)(CC(C)(C4)C2)C3)cc1	-7	109	-4	-7	-2.2	0	0	-1.0	19
COc1cc(/C=N/NC(=O)C2CC(=O)N(c3ccc(C)cc3)C2)cc(OC)c1OC (stereo not drawn)	-3	100	-1	13	-0.5	-9	0	1.3	6
CN(CCc1ccccn1)C(=O)CCC1CCCN(C(=O)c2cscn2)C1 (stereo not drawn)	-3	104	2	-12	0.2	2	2	0.3	1
Cc1cc(C)c(C2C3=C(Nc4c2c(C)nn4-c2ccccn2)c2ccccc2C3=O)c(C)c1 (stereo not drawn)	-3	84	-3	-6	0.0	x	-6	0.5	1
COc1cc(NC(=S)NCc2cccs2)cc(OC)c1	-9	99	2	2	0.9	-5	1	2.0	18
COc1ccc(-c2cn3c(C)c(C(=O)NCCN4CCOCC4)sc3n2)cc1	-3	x	3	-2	0.7	-3	x	0.2	9
CCc1nnc(SCC(=O)N2CCCc3ccccc32)nc1CC	-17	98	2	-3	-2.4	2	-1	-0.4	2
Cc1ccc(C(CC(=O)N2CCNCC2)c2ccccc2)c(O)c1C (stereo not drawn)	-3	94	4	33*	-2.1	-11	2	-0.6	23

Some of these compounds in order of their number in GPR7 antagonist, rising:
canonical_smiles	GPR7 antagonist
Cc1c(Cl)cccc1NC(=S)/C(=C(\[O-])c1ccc(Cl)s1)[n+]1ccccc1	-7
CC(C)(C)c1ccc(N2C(=N)SCC2=O)cc1	-4
O=C(Nc1ccc(N2CCOCC2)cc1)c1cc2ccccc2o1	1

Remaining list, next part:
SMILES	OXTR potentiator	MEKK2 WT-MEK5	PfM18AAP inh	GPR7 antagonist	OXTR agonist	GalR3 antagonist	MEKK2mut PB1 HTS	V1R ag counter	NALP1 yeast inh
Cc1cc(NC(=O)CCC(=O)N(CC(=O)NC2CCCC2)Cc2ccco2)no1	-7	110	9	-4	2.3	0	3	0.2	8
CCN1CCc2c(OCC(=O)Nc3cccc(C)c3)cccc2C1=O	-15	106	4	-2	0.1	-1	0	0.8	2
CCCCOc1ccc(C(=O)N/C(=C/c2cccc([N+](=O)[O-])c2)C(=O)O)cc1	-1	100	-1	-7	-0.1	-8	0	0.3	7
COc1ccc(C(=O)NC2CCCCC2)cc1OC1CCN(C(C)C)CC1	-2	103	3	6	-1.0	-2	5	1.0	3
N#CCC(=O)Nc1ccc(C(=O)NCCc2c[nH]c3ccccc23)cc1	-12	118	2	-4	-0.5	-8	16	-0.7	-5
CCn1c(=O)c2ccccc2n2c(SCC(=O)N3CCCc4ccccc43)nnc12	-5	98	5	-6	-0.3	-4	5	-0.3	x
CN(CC(=O)N1CCCCCC1)S(=O)(=O)c1ccc(Br)s1	-6	99	-9	8	-0.8	2	0	1.0	x
CCOC(=O)NCc1ccc(Cl)c(Cl)c1	-1	97	6	-12	-2.5	-2	0	-0.9	-4
COc1ccc(-c2cc3c(=O)n(CC(=O)NCc4ccccc4F)ncn3n2)cc1	-2	100	-5	2	0.3	x	7	0.9	4
COc1cc(/C=C(/C#N)c2nc3ccccc3[nH]2)ccc1OCC(=O)Nc1ccccc1C	-9	91	-4	-4	0.9	0	-5	0.4	10
Cc1cn(S(=O)(=O)c2ccc(Cl)cc2)c(C)n1	-5	107	3	-11	-2.2	-6	6	4.9	6
COc1ccc(C(=O)N2CCC(C(=O)Nc3cccc(C)c3)CC2)cc1OC	-4	101	-14	-10	-0.5	-1	0	0.3	-5
Cc1ccc(C23CC4CC(CC(NC(=O)NN)(C4)C2)C3)cc1	-4	96	5	-8	-1.0	-9	3	-0.2	12
Cc1c(C)c2ccc(OCC(=O)NCCN3CCOCC3)c(C)c2oc1=O	-2	97	-10	3	0.6	-1	-8	2.1	26
Cc1ccc(S(=O)(=O)Nc2cccc(C(=O)Nc3cc(C)ccn3)c2)cc1	x	105	2	-3	x	x	5	x	24
CCSc1nnc(NC(=O)C(C)(C(F)(F)F)C(F)(F)F)s1	-9	94	-5	-16	10	-6	-3	4.9	1
CN1CCN(c2nc3ccccn3c(=O)c2/C=C(\C#N)S(=O)(=O)c2ccc(Cl)cc2)CC1	-10	107	4	-8	3.0	-1	5	3.0	-6
CCCCCc1nc2sc3c(c2c(=O)n1NC(=O)c1ccc([N+](=O)[O-])cc1)CC(C)(C)OC3	-18	98	0	-13	8.0	-4	-1	8.1	36
CSc1ccccc1NC(=O)CN(C)CC(=O)c1[nH]c(C)c(C(C)=O)c1C	-10	x	x	x	4.5	-5	x	4.3	x
Cc1nnc(NC(=O)CSc2nnc(C)c(=O)n2N)s1	-7	101	1	4	0.3	2	-2	1.3	1
CCS(=O)(=O)n1nc(-c2ccco2)nc1N	-8	102	2	-4	0.6	-4	0	0.1	-11
O=C(/C=C/c1ccc(Cl)cc1Cl)OCC(=O)N1CCCC1	-2	x	x	x	1.1	1	x	1.3	x
Cc1ccc(S(=O)(=O)NC(Cc2ccc(Cl)cc2)C(=O)O)cc1 (stereo not drawn)	-4	109	-4	1	0.9	-8	6	0.2	14
COc1cc(OC)c2ccc(=O)oc2c1C(CCN1CCCCC1)c1ccc(N(C)C)cc1 (stereo not drawn)	-6	112	x	x	0.4	1	4	-0.1	-23
Cc1cccc(NC(=O)CSCC(=O)OCc2ccccn2)c1	-1	x	x	x	0.2	5	x	0.1	x
Remaining list, next part.
SMILES	OXTR potentiator	MEKK2 WT-MEK5	PfM18AAP inh	GPR7 antagonist	OXTR agonist	GalR3 antagonist	MEKK2mut PB1 HTS	V1R ag counter	NALP1 yeast inh
C[C@H](NC(=O)c1[nH]cnc1C(=O)Nc1ccon1)c1ccccc1	-4	x	x	x	-0.3	-7	x	0.1	x
O=S(=O)(c1cccs1)N1CCN(c2cccc(Cl)c2)CC1	-8	103	4	-9	-1.1	-3	0	0.5	3
CCOC(=O)C1CCN(c2c(NCCCN(C)C3CCCCC3)c(=O)c2=O)CC1	-1	105	-2	-8	0.4	2	1	1.0	4
CC1CCCN(S(=O)(=O)c2coc(C(N)=O)c2)C1 (stereo not drawn)	1	95	-4	2	0.0	0	0	0.4	11
CC(C)Cn1c(SCC(=O)N2CCOCC2)nc2ccccc2c1=O	-3	x	x	x	-1.3	-3	x	-0.6	x
O=C(C1CSC2(c3ccc(F)cc3)CCC(=O)N12)N1CCCCCC1 (stereo not drawn)	-3	95	4	3	-0.5	-4	3	-0.3	11
CC(=O)Nc1ccc(C)cc1	-4	x	x	x	0.3	-3	x	-0.5	x
CCCc1ncc(CN2CCCC(C(=O)Nc3ccc(-c4cccc(OC)c4)cc3)C2)cn1 (stereo not drawn)	-12	101	-11	-5	10	1	2	14	19
CCCn1cnc2sc(C(N)=O)c(C)c2c1=O	1	108	-23	-13	1.3	-4	7	1.4	0
O=C(CSc1nnc(-c2ccc(Cl)cc2)n1-c1ccc(Cl)cc1)N/N=C/c1ccccc1C(=O)O	-1	104	5	-8	0.1	x	3	-0.6	x
O=C(Nc1nnc(-c2ccccc2)o1)NC1CCCCC1	-15	102	-3	-2	-2.2	-1	1	-0.3	0
Cc1ccccc1OCc1n[nH]c(=S)n1Cc1ccccc1	-8	101	20	-6	1.4	-6	0	3.5	14
CCN1CCN(c2nc3c(C)cccn3c(=O)c2C=C(C#N)C#N)CC1	x	103	-12	8	x	-9	3	x	23
COc1ccc(C2(C(=O)NCCc3ccccc3)CCCC2)cc1OC	-5	97	7	29	-1.7	x	-2	-1.9	2
CCCOc1ccc(CNCCCOCC)cc1OC	-12	97	1	-6	0.7	-1	-1	0.6	-2
COc1cc(C(=S)N2CCOCC2)cc(OC)c1OC(=O)c1ccc(C)cc1	x	107	0	-4	x	-10	7	x	-1
Cc1ccc(NC(=O)Nc2cccc([N+](=O)[O-])c2)nc1	-7	99	-8	-3	1.3	2	-2	-0.6	26
COc1ccccc1-c1cc(C(=O)NCc2cccs2)no1	-3	97	0	4	-0.5	-1	3	0.3	6
O=C1C(Cl)=C(NCCCO)C(=O)c2ccccc21	-5	103	8	2	-0.8	1	2	-0.4	4
COc1ccc2c(c1)CC/C2=N\NC(=O)c1ccccc1	3	103	0	6	-0.2	-1	0	0.9	7
CCOC(=O)c1ccc(Oc2nc(N(C)C)nc(N3CCOCC3)n2)cc1	-6	99	9	-15	-2.7	-7	-9	-0.7	-2
O=C(Nc1cccc(O)c1)c1cccc(NC(=O)c2cccs2)c1	-12	96	6	3	1.5	-5	-2	1.7	-1
Cc1ccccc1NC(=O)COc1ccc2oc(=O)cc(C)c2c1	1	92	-2	-6	-0.8	0	-5	-0.1	-1
CCCc1[nH][nH]c(=O)c1C(c1ccc(Cl)cc1)C(C#N)C#N (stereo not drawn)	3	101	-4	8	0.0	8	3	1.1	-5
CCOC(=O)c1cnc(-c2ccccc2)nc1N	-2	111	-6	-4	-1.6	-7	11	-1.1	20
